Assay outcomes deposited in PubChem by several laboratories.
NCOA1 inh = SRC1 coactivator transcriptional activity inhibitors, primary screen, cell-based, luminescence; Nuclear receptor coactivator 1 (Homo sapiens), Q15788; HEK293 GAL4-SRC1 luciferase reporter; inhibition, % at 3.6 µM; 360,000 tested, 0.12% active; AID 588354, 2011;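 active = inhibition above the campaign mean plus 3 SD, with each screening campaign given its own cutoff, cut at about 60% in these data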;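 also: 0% = DMSO treated cells and 100% = gossypol at 36 µM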
SRC3 inh = SRC3 coactivator transcriptional activity inhibitors, primary screen, cell-based, luminescence | inhibition, % at 3.6 µM | HEK293 GAL4-SRC3 luciferase reporter | 360,000 tested, 0.17% active | Nuclear receptor coactivator 3 (Homo sapiens), Q9Y6Q9;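 active = inhibition above a per-campaign cutoff, the mean of all compounds plus 3 SD, cut at about 60% in these data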;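 also: 0% = DMSO-treated cells and 100% = gossypol-treated cells at 36 µM; higher means less SRC3-driven luciferase light from the GAL4 reporter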
NR5A2 inv ag = LRH-1 (NR5A2) inverse agonists, primary screen, cell-based, luminescence, HEK293T, StAR-luciferase reporter; Nuclear receptor subfamily 5 group A member 2 (Homo sapiens), O00482; LRH-1 transfected, 24 h; inhibition, % at 3.6 µM; 360,000 tested, 0.13% active; AID 602396, 2012;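 active = inhibition above the mean inhibition of all tested compounds plus 3 SD, cut at about 73% in these data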;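 also: 0% = DMSO wells and 100% = reporter-only cells lacking LRH-1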
ABHD5-PLIN5 inh = ABHD5-PLIN5 interaction inhibitors, primary screen, cell lysate, split luciferase complementation, luminescence. 360,000 tested, 0.78% active. inhibition, % at 4 µM. AID 602281, 2012. Perilipin-5 (Homo sapiens) + 1-acylglycerol-3-phosphate O-acyltransferase ABHD5 (Homo …. Split G. princeps luciferase complementation, 4 h;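 active = inhibition above the mean inhibition across every tested compound plus 3 SD, cut at about 22% in these data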;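 also: 0% = DMSO only wells and the 100% control is not disclosed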
Target sequence (Q00G26 whole entry, looked up): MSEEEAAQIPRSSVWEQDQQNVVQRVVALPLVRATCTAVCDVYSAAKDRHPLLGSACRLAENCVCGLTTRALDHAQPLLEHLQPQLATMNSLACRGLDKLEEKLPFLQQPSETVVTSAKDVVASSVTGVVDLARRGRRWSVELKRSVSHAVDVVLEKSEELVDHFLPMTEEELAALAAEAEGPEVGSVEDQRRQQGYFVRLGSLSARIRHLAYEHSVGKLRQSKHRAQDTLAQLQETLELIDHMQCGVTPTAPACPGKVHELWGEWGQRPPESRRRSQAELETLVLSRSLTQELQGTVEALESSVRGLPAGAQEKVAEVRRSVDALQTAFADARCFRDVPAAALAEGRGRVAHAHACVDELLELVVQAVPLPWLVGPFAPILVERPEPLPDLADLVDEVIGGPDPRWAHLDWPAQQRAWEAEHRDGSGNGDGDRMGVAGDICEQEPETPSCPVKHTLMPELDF
Target sequence (Q8WTS1 whole entry, looked up): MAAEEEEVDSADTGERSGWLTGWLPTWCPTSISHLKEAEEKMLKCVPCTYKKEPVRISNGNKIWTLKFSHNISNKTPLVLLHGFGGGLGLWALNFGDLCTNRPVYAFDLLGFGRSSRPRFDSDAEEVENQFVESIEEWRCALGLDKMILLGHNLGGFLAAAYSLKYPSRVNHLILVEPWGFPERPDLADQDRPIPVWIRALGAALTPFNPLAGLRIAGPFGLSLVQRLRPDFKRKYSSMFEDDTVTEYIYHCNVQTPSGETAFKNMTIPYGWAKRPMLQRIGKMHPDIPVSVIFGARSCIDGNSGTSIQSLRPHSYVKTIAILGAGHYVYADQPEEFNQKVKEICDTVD
NCOA2 inhibitor = inhibition of GAL4-SRC2 driven luciferase reporter, primary screen, SRC2 inhibitor project, cell-based, luminescence; HEK293 GAL4-SRC2 luciferase reporter; Nuclear receptor coactivator 2 (Homo sapiens), Q15596; AID 651957, 2012; inhibition, % at 9 µM; 370,000 tested, 0.17% active;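 active = inhibition above the mean inhibition of all tested compounds plus 3 SD, set per campaign, cut at about 52% in these data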;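 also: 0% = DMSO treated cells and 100% = cells given Gossypol at 36 µM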
MC4R ag barr = MC4R agonists recruiting beta-arrestin, primary screen, cell-based, luminescence, agonist arm of biased-ligand search; 360,000 tested, 0.98% active; Melanocortin receptor 4 (Homo sapiens), P32245; U2OS MC4R beta-arrestin complementation; percent of melanotan II response, DMSO zero; AID 540308, 2011; activation, % at 8.9 µM;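 active = activation above a per-plate cutoff, the mean activation of sample wells on that plate plus 3 SD, cut at about 8% in these data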
MC4R antag cAMP = MC4R antagonists of cAMP signaling, primary screen, cell-based, TR-FRET, antagonist arm of biased-ligand search | MC4R-expressing cells, MTII-stimulated cAMP, LANCE TR-FRET | inhibition, % at 6.5 µM | 360,000 tested, 0.48% active;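 active = inhibition above its plate's cutoff, the mean of tested wells on that plate plus 3 SD, cut at about 29% in these data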;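 also: 0% = Melanotan II alone and 100% = Melanotan II plus saturating MCL0020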
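Material – human MC4R-expressing U2OS cells · Repeats – no replicates · Detection – TR-FRET with Eu-cAMP and labeled anti-cAMP, 671 nm · Times – compound 30 min, challenge 1 h, detection 1 h · Compound – single nominal compound dose of 6.5 µM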
NOD2-RIPK2 inh = NOD2-RIPK2 binding disruptors in cells, primary screen, fluorescence, CHO cells, BLA complementation | CCF4 ratio | inhibition, % at 4.98 µM | 360,000 tested, 0.38% active | AID 624267, 2012; in the data active = inhibition above about 21%;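 also: 0% = vehicle only and 100% = reference blocker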
TLR9-MyD88 block = inhibitors of TLR9-MyD88 association in cells, primary screen, cell-based, CHO, BLA complementation, fluorescence; CCF4 FRET ratio; 340,000 tested, 0.21% active; Toll-like receptor 9 (Homo sapiens) + Myeloid differentiation primary response protein …; inhibition, % at 4.98 µM; AID 504734, 2011;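 active = inhibition above the mean over all tested compounds plus 3 SD, cut at about 21% in these data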;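 also: 0% = DMSO only wells and 100% = clavulanate BLA inhibitor control wells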
LMP1 NFkB inh = EBV LMP1-driven NF-kappaB luciferase reporter inhibitors, primary screen, cell-based, luminescence, single point; LMP1-induced NF-kappaB luciferase reporter cells; inhibition, % at 12.5 µM; 350,000 tested, 0.69% active; in the data active = inhibition above about 41%;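 also: 0% = neutral control wells and 100% = reference inhibitor control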
NR2F2 inh = NR2F2 transcriptional activity inhibitors, primary screen, cell-based, luciferase reporter, HEK293T, luminescence; HEK293T NGFI-A luciferase reporter; inhibition, % at 8.6 µM; 370,000 tested, 0.7% active;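 active = inhibition above a per-plate cutoff, mean inhibition of test wells between control levels plus 3 SD, cut at about 38% in these data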;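 also: cells cotransfected with COUP-TFII expression vector driving the NGFI-A reporter; 0% = median of COUP-TF2 test wells and 100% = reporter-only cells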
Numbers without * were called inactive; x = no result given.

cpd	NCOA1 inh	SRC3 inh	NR5A2 inv ag	structure	ABHD5-PLIN5 inh	NCOA2 inhibitor	MC4R ag barr	MC4R antag cAMP	NOD2-RIPK2 inh	TLR9-MyD88 block	LMP1 NFkB inh	NR2F2 inh
1	10	9	-2	COc1ccc(C(=O)Nc2nc(C)cc(C)n2)cc1[N+](=O)[O-]	-1	13	0.3	-2	0	4	10	1
2	11	-12	-18	CC1(Oc2cnc(Cl)c3ccccc23)CCN(Cc2ccc(-c3ccccn3)cc2)C1 (stereo unspecified)	-4	-7	-0.1	1	2	x	x	6
3	11	-4	19	Cc1ccc2nc(N3CCN(Cc4nnnn4C4CCCC4)CC3)c(C#N)cc2c1	-3	13	-2.9	0	11	0	13	-9
4	23	21	1	Cc1cccc(OCC(=O)Nc2ccc3c(c2)nc(CN2CCCCC2)n3C)c1	-2	14	0.8	32*	10	-2	14	6
5	-101	-95	-146	N#Cc1ccccc1OCC(=O)Nc1ccc2c(c1)OCCO2	-2	-32	-0.5	6	-13	9	-16	-38
6	-10	5	1	CCN(Cc1ccccc1)C(=O)C1CCN(C(=O)Nc2ccccc2)CC1	-1	-7	-0.9	9	5	0	-1	6
7	-2	-7	7	O=C(CN1CCOCCOCCOCC1)Nc1ccccc1	12	2	-1.4	3	-2	4	2	-4
8	8	10	-18	O=C(NCc1ccco1)C1CCN(C(=O)c2cc3sccc3n2Cc2ccc(F)cc2)CC1	6	9	1.2	14	-2	6	-19	24
9	4	14	5	COc1ccc(S(=O)(=O)NCC2CCCN(C(=O)c3ccccc3)C2)cc1 (stereo unspecified)	3	-9	-1.5	7	-2	3	-11	4
10	-16	2	6	Cc1ccc(-c2cc(C(=O)Nc3sc4c(c3C(=O)NCc3ccco3)CCC4)[nH]n2)c(O)c1	6	-5	0.5	-2	-7	-3	10	-6
11	9	0	3	COc1ccc(NC(=O)CSc2nnc(-c3cccnc3)s2)cc1	2	-27	-0.8	26	0	-16	-3	-2
12	-3	-2	17	O=C(Nc1ccc(Cc2nc3ccccc3s2)cc1)c1ccncc1	4	23	-1.6	8	2	8	11	25
13	0	-5	-14	O=C(COC(=O)c1ccccc1SCC(=O)N1CCCC1)NCc1ccccc1	-3	-6	1.8	0	3	0	-6	12
14	-1	-2	8	CC1(c2ccccc2)NC(=O)N(N)C1=O (stereo unspecified)	-7	0	-0.6	-5	-13	4	-3	2
15	7	-1	-9	O=S(=O)(Cc1ccccc1)N1CCC(N2CCN(c3ccccc3)CC2)CC1	4	-24	-2.2	12	4	3	5	1
16	-3	11	3	CCCCOc1ccc(/C=C/C(=O)OCC(=O)c2c(N)n(C)c(=O)n(C)c2=O)cc1OCC	2	-6	-2.2	-2	-4	4	-3	11
17	13	7	12	Cc1nc(C)n(CC(=O)N2CCCC(C(=O)c3ccc(Cl)cc3C)C2)n1 (stereo unspecified)	5	23	-0.1	1	-4	7	3	18
18	1	2	1	CC(C)c1ccc(N(C(=O)CNC(=O)c2ccco2)C(C(=O)NC2CCCC2)c2cccnc2)cc1 (stereo unspecified)	0	0	1.9	18	-1	-9	1	4
19	4	21	2	CCOc1cc2c(cc1OCC)C(c1ccc(F)cc1)NCC2 (stereo unspecified)	2	-33	-1.0	-4	-2	6	0	-16
20	-6	1	-10	CS(=O)(=O)N(Cc1ccccc1)c1ccc(C(=O)Nc2ccc(C(N)=O)cc2)cc1	-3	-23	-0.7	13	-1	-13	2	-12
21	5	-15	-5	C=CCn1c(CCNC(=O)c2ccccc2F)nnc1SCC(=O)Nc1nc2ccccc2s1	-8	11	-2.5	12	-3	2	10	1
22	-8	-11	16	Cc1c(NC(=O)COc2ccc3ccc(=O)oc3c2)c(=O)n(-c2ccccc2)n1C	-3	9	-0.8	1	3	-1	-3	-16
23	-6	-29	-13	COc1ccc(N2CCN(C(C)=C3C(=O)c4ccccc4C3=O)CC2)cc1	-5	4	-0.1	18	-8	-2	-3	-30
24	1	10	18	CSc1ccccc1NC(=O)CN(Cc1ccc(Cl)cc1)S(C)(=O)=O	3	10	0.5	8	-1	-6	-8	16
25	-4	-8	-27	O=C(c1ccco1)N1CCN(CC(O)Cn2c3ccccc3c3ccccc32)CC1 (stereo unspecified)	10	6	-0.7	7	-7	-6	-13	-10
26	12	10	4	COc1ccc(CC(=O)NNC(=O)CN(C)S(=O)(=O)c2ccc(Cl)cc2)cc1OC	6	20	-1.0	2	-8	-3	-5	16
27	-10	-4	14	CC(NC(=O)/C(=C\c1cccc([N+](=O)[O-])c1)NC(=O)c1ccco1)C(=O)O (stereo unspecified)	-3	-7	-1.5	0	-7	5	2	-5
28	-21	-9	-56	Cc1cc(C)c2[nH]c(C(=O)Nc3ccc4c(c3)OCO4)cc2c1	2	-24	0.2	13	1	-6	-4	-19
29	-5	0	-7	COc1cc(NC(=O)CCc2nnc3ccc(N4CCN(c5cccc(OC)c5)CC4)nn23)cc(OC)c1	-8	-5	-1.6	21	0	-11	7	11
30	-3	-1	-7	Cc1ccc2cc(C#N)c(N3CCCN(S(=O)(=O)c4ccc(F)cc4)CC3)nc2c1	-8	-23	-0.8	10	-10	-6	-9	16

Only LMP1 NFkB inh and NCOA2 inhibitor, for 2 of the compounds above:
#	Compound	LMP1 NFkB inh	NCOA2 inhibitor
24	CSc1ccccc1NC(=O)CN(Cc1ccc(Cl)cc1)S(C)(=O)=O	-8	10
25	O=C(c1ccco1)N1CCN(CC(O)Cn2c3ccccc3c3ccccc32)CC1 (stereo unspecified)	-13	6

(further entries)
cpd	NCOA1 inh	SRC3 inh	NR5A2 inv ag	structure	ABHD5-PLIN5 inh	NCOA2 inhibitor	MC4R ag barr	MC4R antag cAMP	NOD2-RIPK2 inh	TLR9-MyD88 block	LMP1 NFkB inh	NR2F2 inh
31	-24	3	16	COc1cc(NC(=S)NCCCN2CCOCC2)cc(OC)c1OC	-3	-20	-1.5	1	-1	0	8	9
32	4	6	-8	O=C(C1=C(O)C(=O)N(CCCn2ccnc2)C1c1ccc(F)cc1)c1ccco1 (stereo unspecified)	4	-12	-4.6	10	4	-2	-1	3
33	-25	-31	2	OC[C@H]1O[C@@H](n2cnc3c(NC4CCCC4)nc(Cl)nc32)[C@H](O)[C@@H]1O	0	-38	-0.2	2	-6	4	15	-49
34	2	-22	11	Cc1cc(/C=N/NC(N)=O)c(C)n1C1CCCCC1	4	-5	-1.6	-8	-5	19	14	10
35	7	-19	-1	Nc1nc2c(ncn2[C@@H]2O[C@H](CNCc3ccc(OCCCN4CCOCC4)cc3)[C@@H](O)[C@H]2O)c(=O)[nH]1	-1	11	x	x	-6	x	x	8
36	-22	7	-7	CSc1ncccc1C(=O)Nc1cc(C)ccn1	-3	-5	-2.6	0	-5	5	2	22
37	-6	4	-12	O=C(NCc1ccco1)c1ccc2nccnc2c1	0	9	-0.2	-5	4	-6	3	-7
38	5	-6	-17	COc1cc(CNCCCN2CCOCC2)c(Br)cc1OC(C)C	3	-2	-0.8	16	-2	-1	1	14
39	7	19	-17	O=C(CN1C(=O)CSc2ccccc21)NCCC1=CCCCC1	-4	-38	-2.9	2	-15	-1	-1	11
40	-2	-12	-1	COC(=O)c1c(NC(=O)CC2Nc3cc(C)c(C)cc3NC2=O)sc(C)c1C (stereo unspecified)	6	x	-1.1	7	-4	4	3	x
41	-15	9	6	COc1nccnc1NS(=O)(=O)c1ccc(N=Cc2c(C)[nH]n(-c3ccccc3)c2=O)cc1	-7	-2	3.2	3	-20	-14	0	0
42	-97	-76	-104	CN(C)c1ccc(-c2ccccc2)nn1	2	-50	-0.1	12	-7	-7	-1	-62
43	-3	12	-3	CCCNC(=O)C(=O)NCCC1=CCCCC1	2	-26	4.6	-2	-11	3	-1	-3
44	-4	-3	-7	CCC(=O)Oc1cccc(C(=O)Nc2cccc(NC(=O)c3ccco3)c2)c1	1	11	0.4	10	-6	7	0	11
45	7	11	-8	O=C1CN(CCN2CC(=O)N(Cc3ccccc3)C(=O)C2)CC(=O)N1Cc1ccccc1	-11	-12	2.8	15	-1	3	1	17
46	3	-17	24	Cc1cccc(C(=O)NC(C)C2CC3CCC2C3)c1 (stereo unspecified)	-3	-11	-1.3	5	-2	x	x	-15
47	0	8	6	CC(=O)NNS(=O)(=O)c1ccccc1[N+](=O)[O-]	2	4	-0.8	3	-3	9	-10	10
48	28	24	35	O=C1CCC/C1=c1\s/c(=C/c2cccnc2)c(=O)n1-c1ccccc1	4	7	-3.2	-20	-11	3	8	-11
49	-3	-2	-2	C[C@@H]1CC[C@H]2C(=O)N3[C@@H](CC[C@@H](C)[C@@H]3c3ccc(Br)cc3)C(=O)N2[C@H]1c1ccc(Br)cc1	-14	-8	-0.9	17	-2	-5	8	2
50	-9	9	7	Cc1nnc(SCC(=O)N(C)C2CCCCC2)n1C	7	6	0.8	9	-5	-12	-3	-1
51	1	-15	8	c1ccc2oc(-c3ccc(Nc4nc(N5CCOCC5)nc(N5CCOCC5)n4)cc3)nc2c1	3	5	-0.9	2	5	4	-19	-1
52	1	-15	1	COc1ccc(NC(=O)Nc2ccc3c(c2)CCC3)c(OC)c1	0	9	1.1	12	-9	6	2	-13
53	6	-7	-14	CCN(CC(=O)Nc1ccc(NC(C)=O)cc1)C(=O)c1cc(C)on1	5	-6	-0.2	16	3	3	-6	-15
54	x	x	-8	O=C(NCCN1CCC(n2c(=O)[nH]c3ccccc32)CC1)c1ccccc1	3	-3	x	x	-7	x	x	1
55	-2	9	2	COC(=O)c1c(NC(=O)COC(=O)c2ccc(NC(=O)CC#N)cc2)sc2c1CCCCC2	-8	12	1.2	5	-2	-5	-5	4
56	7	0	7	CN(C)C1(CNC(=O)C2CCC(=O)N(CCc3ccc(Cl)cc3)C2)CCCCC1 (stereo unspecified)	3	-2	-1.9	3	0	6	-1	-8
57	0	-16	6	CCOc1ccc(OCC(=O)OC(C)C(=O)NC2CCCC2)cc1 (stereo unspecified)	-4	8	0.1	11	-18	-11	-1	10
58	8	23	11	O=C(Cn1c(-c2cncs2)nc2ccccc21)NCc1ccccc1	8	-28	0.6	-4	-2	-1	-2	3
59	-8	12	4	CC(CC(=O)Nc1ccccc1C(F)(F)F)c1ccccc1 (stereo unspecified)	3	-1	-0.8	4	-5	-5	5	5
60	-16	-2	-6	c1ccn(CCc2ccncc2)c1	6	-6	-1.8	3	5	6	1	4

A portion of the library (hit frequency here may not be typical).
